tuberculosis growth = growth inhibition of non-replicating M. tuberculosis (AID 488890); Mycobacterium tuberculosis non-replicating, growth inhibition; higher % means a stronger effect; inhibition, % at 25 µM, or IC50 in µM where a hit was titrated; 320,000 tested, 0.39% active; in the data active = a potency from the dose series; inconclusive = inhibition mostly from about 82% at the one dose, without a potency; inactive = the rest, 99 in 100 with inhibition below about 76%;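 note: plate controls were DMSO cells for no effect and high antibiotic wells for full effect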
VEEV TC-83 Vero = inhibitors of VEEV TC-83 cytopathic effect, confirmation, Vero cells (AID 588727). Vero cells, VEEV TC-83 cytopathic effect inhibition; higher % means a stronger effect. one-dose inhibition, % at 20 µM; IC50 in µM for titrated hits. 350,000 tested, 0.13% active; in the data active = a potency from the dose series; inconclusive = inhibition mostly from about 14% at the one dose, without a potency; inactive = the rest, 99 in 100 with inhibition below about 12%; note: strong numbers were not always called active
influenza NS1A = H1N1 influenza NS1A inhibitors, functional cell based assay (AID 504329); NS1A functional cell-based assay, percent inhibition; higher % means a stronger effect; 340,000 tested, 0.3% active; inhibition, % at 12.5 µM; hits with a dose series show IC50 in µM; in the data active = a potency from the dose series; inconclusive = inhibition above about 27% without an active follow-up result; note: strong numbers were not always called active
H37Rv inhibition = M. tuberculosis growth inhibition, HTS (AID 449762); M. tuberculosis H37Rv growth inhibition, 7H9 media; higher % means a stronger effect; inhibition, % at 25 µM; hits with a dose series show IC50 in µM; 330,000 tested, 0.59% active; in the data active = a potency from the dose series; inconclusive = inhibition above about 70% without an active follow-up result;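 note: bacterial growth assessed after seven days of incubation; strong numbers were not always called active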
Salmonella PhoP GFP = PhoP regulon inhibitors, Salmonella typhi PhoP promoter GFP reporter, confirmatory (AID 1850). 310,000 tested, 0.33% active. inhibition, % at 50 µM; hits with a dose series show IC50 in µM. Salmonella Typhi PhoP-promoter GFP reporter, fluorescence, 4 h; higher % means a stronger effect; in the data active = a potency from the dose series; inconclusive = inhibition mostly from about 25% at the one dose, without a potency; inactive = the rest, 99 in 100 with inhibition below about 19%;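 note: 0% = induced wells with vehicle and 100% = uninduced wells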
VEEV TC-83 Vero 10K pilot screen = recorded beside VEEV TC-83 Vero, whose call it bears; inhibition, %; measured here: 10K pilot screen inhibition
Numbers without * were called inactive; i = inactive; ? = inconclusive; . = not tested or not shown.

Preview:
SMILES | tuberculosis growth | VEEV TC-83 Vero | influenza NS1A | H37Rv inhibition | Salmonella PhoP GFP | others
C=CCN1C2CCCC1CC(NC(=S)Nc1ccc(Cl)cc1)C2 (stereo not drawn) | 34% | 0.8% | -12% | 6% | -24%
Cc1cnc(CNC(=O)c2ccc3oc(C(C)C)nc3c2)[nH]1 | -1% | i | -5% | 4% | -9%
COc1ccc(OCCCSc2ncccn2)cc1 | 29% | 2.5% | -4% | -1% | -7% | VEEV TC-83 Vero 10K pilot screen=1.3
C/C=C/c1ccc(OCCCCNCc2ccco2)c(OC)c1 | 51% | 0.6% | 5% | 0% | 12%
Cc1[nH]c2c(C(=O)N3CCCC(CCC(=O)NCc4ccccc4F)C3)cccc2c1C (stereo not drawn) | 16% | i | 8% | 0% | 6%
Nc1nonc1/C(=N/O)N1CCCC1 | -11% | 0.3% | 0% | 4% | -4%
Clc1ccccc1-c1ncc(-c2ccccc2)o1 | 67% | 0.6% | -4% | 10% | -3%

The listing, from the first entry:
SMILES | tuberculosis growth | VEEV TC-83 Vero | influenza NS1A | H37Rv inhibition | Salmonella PhoP GFP | others
C=CCN1C2CCCC1CC(NC(=S)Nc1ccc(Cl)cc1)C2 (stereo not drawn) | 34% | 0.8% | -12% | 6% | -24%
Cc1cnc(CNC(=O)c2ccc3oc(C(C)C)nc3c2)[nH]1 | -1% | i | -5% | 4% | -9%
COc1ccc(OCCCSc2ncccn2)cc1 | 29% | 2.5% | -4% | -1% | -7% | VEEV TC-83 Vero 10K pilot screen=1.3
C/C=C/c1ccc(OCCCCNCc2ccco2)c(OC)c1 | 51% | 0.6% | 5% | 0% | 12%
Cc1[nH]c2c(C(=O)N3CCCC(CCC(=O)NCc4ccccc4F)C3)cccc2c1C (stereo not drawn) | 16% | i | 8% | 0% | 6%
Nc1nonc1/C(=N/O)N1CCCC1 | -11% | 0.3% | 0% | 4% | -4%
Clc1ccccc1-c1ncc(-c2ccccc2)o1 | 67% | 0.6% | -4% | 10% | -3%
COc1ccc(-c2coc3cc(OC(=O)N4CCOCC4)ccc3c2=O)cc1 | 16% | 5.5% | 2% | 11% | -7%
O=C(Nc1ccccc1Cl)NN1CCCCCC1 | . | i | -11% | . | .
COc1ccc(N2C(=O)CSC2c2ccc(F)cc2)cc1 (stereo not drawn) | 11% | 1.0% | -27% | 10% | 8%
COc1cc(CC(=O)NCCCc2ccccc2)cc(OC)c1OC | 4% | 0.3% | 15% | -8% | -16%
CCN(CC(=O)NC1CCS(=O)(=O)C1)S(=O)(=O)c1cc([N+](=O)[O-])ccc1C (stereo not drawn) | 4% | 1.0% | -12% | 6% | 0%
CN1CCC(=O)N([C@H](CN=[N+]=[N-])Cc2ccccc2)CC1 | 13% | i | 10% | 1% | -3%
CC(=O)Nc1ccccc1NC(=O)C/C(C)=N/NC(=O)C(=O)Nc1cccc(Cl)c1C | 1% | 1.8% | -7% | 34% | 1%
CC(C)CNS(=O)(=O)c1ccc(OCC(=O)NCC2CCCO2)c(Cl)c1 (stereo not drawn) | -4% | i | -6% | -4% | -2%

A draw from above in order of length of the SMILES, highest first.
SMILES | tuberculosis growth | VEEV TC-83 Vero | influenza NS1A | H37Rv inhibition | Salmonella PhoP GFP | others
CC(C)CNS(=O)(=O)c1ccc(OCC(=O)NCC2CCCO2)c(Cl)c1 (stereo not drawn) | -4% | i | -6% | -4% | -2%
C/C=C/c1ccc(OCCCCNCc2ccco2)c(OC)c1 | 51% | 0.6% | 5% | 0% | 12%
COc1ccc(OCCCSc2ncccn2)cc1 | 29% | 2.5% | -4% | -1% | -7% | VEEV TC-83 Vero 10K pilot screen=1.3

Returning to the listing, repeating the three entries before the break.
SMILES | tuberculosis growth | VEEV TC-83 Vero | influenza NS1A | H37Rv inhibition | Salmonella PhoP GFP | others
CN1CCC(=O)N([C@H](CN=[N+]=[N-])Cc2ccccc2)CC1 | 13% | i | 10% | 1% | -3%
CC(=O)Nc1ccccc1NC(=O)C/C(C)=N/NC(=O)C(=O)Nc1cccc(Cl)c1C | 1% | 1.8% | -7% | 34% | 1%
CC(C)CNS(=O)(=O)c1ccc(OCC(=O)NCC2CCCO2)c(Cl)c1 (stereo not drawn) | -4% | i | -6% | -4% | -2%
COC(=O)/C(=C\Nc1ccc(Cl)cc1Cl)NC(=O)c1ccc(OC)cc1 | 20% | 1.5% | -6% | 11% | 5%
Cn1ccnc1SCC(=O)NC1CC1 | -9% | 0.3% | -25% | 0% | 4%
NS(=O)(=O)c1ccc(CNC(=O)C23CC4CC(CC(C4)C2)C3)cc1 | 44% | 1.4% | 2% | 5% | 7%
CCCCCn1c(N)c(C#N)c2nc3ccccc3nc21 | 18% | i | -2% | -12% | -11%
Cc1cc2ncn(C3CC(=O)N(Cc4ccc(N5CCCC5=O)cc4)C3=O)c2cc1C (stereo not drawn) | -5% | 0.9% | 2% | -6% | -5%
O=C(NCc1ccccc1)C1(C(F)(F)F)C/C(=C/CCO)CCCO1 (stereo not drawn) | -11% | 0.2% | -7% | 3% | -10%
COc1nc(C)nc(NC(=O)NS(=O)(=O)c2ccc(C)cc2)n1 | 4% | 0.3% | 1% | 6% | -6%
O=C(CN1CCN(c2ccccc2O)CC1)Nc1ccccc1C(=O)NCCc1ccccc1 | 48% | 5.8% | -12% | 44µM* | .
CC(C(=O)NCc1ccc2c(c1)OCO2)N1c2cccc3cccc(c23)S1(=O)=O (stereo not drawn) | 11% | 6.9% | 2% | 10% | -3%
COc1cc(C)c(NC(=O)COc2cccc3c2OC(C)(C)C3)cc1OC | 3% | i | -6% | -4% | .
NC(=NC(=O)c1ccccc1)N1CCOCC1 | -7% | i | 1% | -5% | -3%
COc1ccc(NC(=O)c2[nH]c(C)c(C(C)=O)c2C)cc1 | 8% | ? | 7% | -1% | -10%
COc1ccc(-c2cc(C(=O)NNC(=O)c3csc(N4CCOCC4)n3)c3ccccc3n2)cc1 | -21% | 7.9% | 3% | ? | 8%
CCC(=O)NNc1nc2c(F)cccc2s1 | 3% | 0.2% | -1% | -3% | 7%
COc1ccc(C(=O)NCc2ccco2)cc1S(=O)(=O)NC1CC1 | -2% | i | -5% | 12% | .
O=C(Nc1ccc([N+](=O)[O-])cc1NC(=O)c1ccccc1)c1ccccc1 | . | 1.6% | -17% | . | .
CCN(CC)C(=O)[C@H]1C[C@H](CC(=O)NCc2cccc(C(F)(F)F)c2)C(=O)N2CCc3c([nH]c4ccc(Cl)cc34)[C@]12C | . | 7.4% | -2% | . | .
CCOP(=O)(OCC)C(NC(=O)Nc1cccc(Cl)c1)c1ccccc1 (stereo not drawn) | 16% | i | 7% | 7% | -5%
CCN1C(=O)[C@@H]2[C@@H](c3ccc(-c4ccc(OC)cc4)c(OC)c3)N3CCC[C@@]3(C(=O)OC)[C@@H]2C1=O | -5% | 0.5% | 7% | -2% | 1% | VEEV TC-83 Vero 10K pilot screen=0.2
NC(=O)c1ccc(SCC(=O)OCC(=O)NCC2CCCCC2)c([N+](=O)[O-])c1 | 3% | 1.5% | -6% | 3% | 1%
COCCCN(C(=O)C1CCC1)c1c(N)n(Cc2ccccc2)c(=O)[nH]c1=O | -3% | 5.2% | -14% | -3% | .
CNC(=O)c1sccc1SCc1c(Cl)cccc1Cl | -1% | 3.5% | -19% | -2% | -1%
O=C(Nc1ccccc1)OCCCc1ccccc1 | 49% | 4.5% | -2% | 2% | -2%
CCc1ccc2c(c1)C1(SC(NC(C)=O)=NN1C(C)=O)C(=O)N2CC (stereo not drawn) | 4% | 0.4% | -4% | 2% | -7%
CC1CCc2c(C(=O)NCC3CCCO3)csc2C1 (stereo not drawn) | 71% | i | 3% | 3% | -8%
Cc1c(NS(=O)(=O)c2ccc(C(=O)NCc3ccc(F)cc3)cc2)c(=O)n(-c2ccccc2)n1C | 33% | 2.2% | -3% | -9% | .
CCCCN(CC)Cc1c(O)ccc2c(-c3ccccc3)cc(=O)oc12 | 69% | 1.2% | 11% | -15% | 7%
CCOC(=O)N1CCC(NC(=O)CN2C(=O)CSc3nc(C)cc(C)c32)CC1 | . | i | -12% | -5% | -2%
COc1ccc(C(C)C)cc1S(=O)(=O)NCc1ccccn1 | 26% | 1.8% | -1% | -4% | -10%
CC1(c2ccccc2)CC(c2ccccc2)=Nc2ccccc2N1 (stereo not drawn) | 28% | 7.7% | -1% | -6% | 2%
Cc1cc(C(=O)Nc2cccc(C(=O)O)c2)oc1C | -8% | 0.8% | -5% | -1% | -2%
COc1cccc(C2c3[nH]c4ccccc4c3C[C@H]3C(=O)N(C4CCN(Cc5ccccc5)CC4)CC(=O)N23)c1 (stereo partly drawn) | 32% | 6.1% | 9% | ? | -4%
Cc1cc(CN(C)C(=O)c2cc(COc3ccc(C)c(C)c3)on2)on1 | -6% | 3.4% | -8% | 7% | -5%
O=c1[nH]c(C2CCN(S(=O)(=O)c3ccccc3F)CC2)nc2c1nnn2Cc1ccc2c(c1)OCCO2 | 14% | 6.1% | 4% | ? | 8%
CC(NC(=O)c1ccncc1)C(c1cccs1)N1CCOCC1 (stereo not drawn) | -33% | i | -8% | -12% | -10%
CCOc1ccccc1NC1c2ccccc2C(=O)N1c1cccnc1 (stereo not drawn) | 11% | 0.7% | 3% | 6% | -5%
Cc1nnc2sc(SCC(=O)Nc3cccc(Cl)c3)nn2c1=O | 3% | 1.9% | 10µM* | 10% | 2%
CCn1c(C)nc([N+](=O)[O-])c1Sc1ccc(F)cc1 | 29% | 0.1% | -6% | 5% | -2%
N#Cc1c(C(F)(F)F)cc(=O)n2c1[nH]c1ccccc12 | ? | 5.0% | -6% | -8% | 5%
CC1=NN(c2ccccc2)C(=O)C1/C=C1\C(=O)NC(=O)N(c2cc(C)cc(C)c2)C1=O (stereo not drawn) | -8% | 1.4% | 5% | -2% | -4% | VEEV TC-83 Vero 10K pilot screen=0.7
COC(=O)C1(CCSC)NC(c2ccc(OC)cc2OC)C2C(=O)N(c3cccc(C(C)=O)c3)C(=O)C21 (stereo not drawn) | -3% | 0.7% | -11% | 2% | -5%
CCOc1ccc(S(=O)(=O)NC(C)C(=O)NCc2cccnc2)cc1 (stereo not drawn) | 0% | 1.2% | 0% | -20% | -8%
COc1ccc(C(=O)CCN2CCC(C)CC2)cc1 | ? | 0.3% | -5% | -2% | 2%
COc1ccc(/C(C)=C2\SC(=S)N(CCC(=O)O)C2=O)cc1 | 43% | 0.6% | -7% | -9% | -6%
COc1ccc(N(CC(=O)Nc2cccc(F)c2)S(=O)(=O)c2c(C)[nH]c(=O)[nH]c2=O)cc1 | -4% | 3.5% | 2% | -3% | -13%

Structures from the list above that contain a cyano group (two):
SMILES | tuberculosis growth | VEEV TC-83 Vero | influenza NS1A | H37Rv inhibition | Salmonella PhoP GFP | others
CCCCCn1c(N)c(C#N)c2nc3ccccc3nc21 | 18% | i | -2% | -12% | -11%
N#Cc1c(C(F)(F)F)cc(=O)n2c1[nH]c1ccccc12 | ? | 5.0% | -6% | -8% | 5%

Going on with the list.
SMILES | tuberculosis growth | VEEV TC-83 Vero | influenza NS1A | H37Rv inhibition | Salmonella PhoP GFP | others
Cc1cccc(C)c1N1CCN(S(=O)(=O)c2ccccc2)CC1 | 11% | 0.8% | 9% | 3% | 3%
Cc1ccc([N+](=O)[O-])c(C(=O)N/N=C/c2cccs2)c1 | 41% | 0.7% | -1% | -4% | 3%
Fc1ccc(CNCc2cccc(Br)c2)cc1 | 34% | 0.1% | -5% | -3% | -4%
O=C(NC1CC1)c1cn(Cc2ccccc2)nc1-c1ccccc1 | . | 2.1% | -7% | . | .
COC(=O)c1c(NC(=O)/C=C/c2ccc3c(c2)OCO3)sc(C)c1C | -1% | i | -6% | 11% | -3%
CCC(C)c1ccccc1NC(=O)c1cccnc1 (stereo not drawn) | -4% | i | -5% | -9% | -4%
O=C(NNC(=O)c1ccccc1F)C1=NN(c2ccccc2)C(=O)CC1 | 3% | 1.7% | 0% | 1% | -4%
CCOc1ccc(NC(=O)COC(=O)CCN2C(=O)C3CC=CCC3C2=O)cc1OCC (stereo not drawn) | 24% | i | -16% | -4% | .

Outcome played no part in choosing rows; any-hit rate near 1.4%.
